UBC13 polyUb – UBC13 polyubiquitin chain formation inhibitors, primary screen, biochemical, TR-FRET, uHTS; Ubiquitin-conjugating enzyme E2 N (Homo sapiens), P61088; inhibition, % at 20 µM; 0.47% of 330,000 active; AID 485273, 2010; in the data active means inhibition above about 45%, passing the limit was not always enough
Target sequence (P61088 whole entry, looked up): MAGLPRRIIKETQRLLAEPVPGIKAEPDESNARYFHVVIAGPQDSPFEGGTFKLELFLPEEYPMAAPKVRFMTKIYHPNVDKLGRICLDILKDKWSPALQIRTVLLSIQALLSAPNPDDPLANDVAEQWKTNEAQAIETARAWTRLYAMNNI
SENP7 block – SENP7 protease inhibitors, primary screen, biochemical, luminescence, uHTS; inhibition, % at 5 µM; Sentrin-specific protease 7 (Homo sapiens), Q9BQF6; 1.5% of 330,000 active; recombinant SENP7, Z-RLRGG-aminoluciferin luminescence, 40 min;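 active means inhibition above about 50% at the single test dose, limit read from the data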;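 further: plate controls were DMSO with enzyme for no effect and no enzyme buffer wells for full effect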
Target sequence (Q9BQF6 706-1050 limits assumed): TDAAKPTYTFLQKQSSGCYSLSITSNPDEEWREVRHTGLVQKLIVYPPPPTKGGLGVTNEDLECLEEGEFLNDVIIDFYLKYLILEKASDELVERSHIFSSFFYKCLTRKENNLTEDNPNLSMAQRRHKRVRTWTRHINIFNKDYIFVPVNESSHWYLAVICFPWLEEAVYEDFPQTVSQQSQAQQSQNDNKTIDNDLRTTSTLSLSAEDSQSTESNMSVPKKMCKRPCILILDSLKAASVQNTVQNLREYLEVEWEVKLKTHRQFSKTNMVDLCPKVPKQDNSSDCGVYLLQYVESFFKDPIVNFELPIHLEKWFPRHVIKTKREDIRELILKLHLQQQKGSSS
SENP6 inh – SENP6 protease inhibitors, primary screen, biochemical, luminescence, uHTS | Sentrin-specific protease 6 (Homo sapiens), Q9GZR1 | Recombinant SENP6 catalytic domain, aminoluciferin luminescence | AID 2599, 2010 | 1.8% of 330,000 active | inhibition, % at 10 µM;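 active means inhibition above about 50% at the single tested dose, limit read from the data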;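 further: plate controls were DMSO wells with enzyme for no effect and DMSO wells lacking enzyme for full effect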
MIN6 prolif – inducers of MIN6 beta-cell proliferation, primary screen, ATP luminescence, uHTS; MIN6 cells proliferation, ATPlite luminescence, 48 h; cells starved in 0.2% serum; 100% = growth in 10% serum; proliferation, % at 10 µM; AID 2380, 2010; 0.29% of 330,000 active;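 active means compounds whose signal lies at least 3.5 SD above the mean of all wells on their plate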;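 further: 0% = DMSO-treated cells in low-serum medium and 100% = 10% serum control; some compounds called inactive have numbers as strong as hits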
SENP1 FRET inh – human SENP1 catalytic domain inhibitors, primary screen, biochemical, FRET, uHTS. 0.21% of 360,000 active. inhibition, % at 10 µM. recombinant SENP1 catalytic domain, CyPet-SUMO1-YPet FRET cleavage;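 active means inhibition at least 30% at 10 µM, raw YFP signal under a set limit, fluorescence ratio 0.5 to 1.5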;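 further: 0% = enzyme with DMSO and 100% = no enzyme wells; some results filed as inactive read as strong as hits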
Target sequence (Q9P0U3 419-644 limits assumed): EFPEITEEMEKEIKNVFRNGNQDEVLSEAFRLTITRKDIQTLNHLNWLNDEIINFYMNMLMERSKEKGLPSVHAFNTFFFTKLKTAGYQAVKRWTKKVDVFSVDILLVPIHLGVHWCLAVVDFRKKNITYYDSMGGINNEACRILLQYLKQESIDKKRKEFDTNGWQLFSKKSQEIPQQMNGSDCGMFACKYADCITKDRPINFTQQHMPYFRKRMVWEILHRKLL
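Test system: human SENP1 catalytic domain; medium: Tris pH 8 buffer plus EDTA, NaCl, BME, BSA, NP40, catalase; incubation: 50 min reaction at room temperature; technique: FRET, CFP and YFP emission; controls: no-enzyme low control and enzyme-plus-DMSO high control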
SENP8 block-1 – human SENP8 protease inhibitors, primary screen, biochemical, fluorescence, Nedd8 protein substrate, uHTS; inhibition, % at 20 µM; recombinant SENP8; 0.64% of 360,000 active; AID 602440, 2012; in the data active means inhibition mostly above about 40%, no sharp cut-off; inactive means mostly below about 27%
Target sequence (Q96LD8 whole entry, looked up): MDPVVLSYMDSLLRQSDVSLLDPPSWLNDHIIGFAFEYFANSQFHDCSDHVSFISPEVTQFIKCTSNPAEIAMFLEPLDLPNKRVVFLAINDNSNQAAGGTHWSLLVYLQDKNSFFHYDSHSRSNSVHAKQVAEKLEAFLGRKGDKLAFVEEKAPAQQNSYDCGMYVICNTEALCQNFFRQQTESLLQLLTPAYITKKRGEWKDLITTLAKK
HKDC1 inhibitor – HKDC1 hexokinase inhibitors, primary screen, biochemical, fluorescence, uHTS; Q2TB90; recombinant HKDC1, G6PDH/diaphorase resazurin coupled fluorescence; inhibition, % at 20 µM; 0.16% of 340,000 active; AID 493160, 2011;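 active means inhibition above about 35% when tested at 20 µM, limit read from the data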;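 further: plate controls were DMSO wells with enzyme for no effect and DMSO wells lacking enzyme for full effect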
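test system = in-house recombinant HK5 (HKDC1) enzyme | amount = HKDC1 at 5 µg/mL | control set = DMSO-enzyme wells negative, buffer-substituted wells positive | compound = one dose of 20 µM, 1% DMSO | schedule = reaction time 90 min, room temperature, protected from light | technique = resorufin fluorescence at 613 nm | reagent = glucose with 1 mM ATP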
SENP8 block-2 – SENP8 protease inhibitors, primary screen, biochemical, luminescence; AID 2540, 2010; inhibition, % at 10 µM; purified SENP8, Z-RLRGG-aminoluciferin cleavage; Sentrin-specific protease 8 (Homo sapiens), Q96LD8; 1.2% of 330,000 active; in the data active means inhibition above about 50%
PfG6PD inh – PfG6PD enzyme inhibitors, primary screen, biochemical, fluorescence intensity, uHTS. inhibition, % at 20 µM. PfGluPho enzyme, NADPH resazurin-diaphorase fluorescence. 0.78% of 350,000 active. AID 504690, 2011. glucose-6-phosphate dehydrogenase-6-phosphogluconolactonase (Plasmodium falciparum 3D7);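 active means inhibition reaching at least a set limit at 20 µM in the primary screen, cut at about 59% in these data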;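 further: 0% = DMSO wells with substrate and 100% = DMSO wells lacking glucose-6-phosphate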
Starred values were filed as active, the others as inactive; i = inactive; . = no result given.

SMILES	UBC13 polyUb	SENP7 block	SENP6 inh	MIN6 prolif	SENP1 FRET inh	SENP8 block-1	HKDC1 inhibitor	SENP8 block-2	PfG6PD inh
COc1ccc(Br)cc1/C=N/N1CCN(Cc2ccccc2)CC1	1	-11	-12	-2	0	8	-3	-8	11
CC1CCCN(S(=O)(=O)c2cc(C(=O)NCCc3ccc(S(N)(=O)=O)cc3)ccc2Cl)C1 (stereo not given)	.	.	.	.	0	8	1	.	1
O=C(NCc1ccc(F)cc1)C(C(=O)NCc1ccc(F)cc1)c1ncc(C(F)(F)F)cc1Cl	1	1	-8	-1	4	3	-6	-1	-15
O=C(c1cc([N+](=O)[O-])ccc1Cl)N1CCN(Cc2ccccc2)CC1	-8	5	-9	-1	0	16	-7	2	10
COc1ccc(CNC(=O)C2CCN(c3nn4c(=O)cc(C)nc4s3)CC2)cc1	0	-7	-2	0	-1	2	-1	14	7
CC1=C(OC(=O)c2ccc(Br)cc2)C(C)(C)C(c2ccccc2)OC1=O (stereo not given)	0	-3	2	-3	1	29	23	-4	8
COCCn1c(-c2ccc(Br)cc2)csc1=Nc1cccnc1	-5	-3	1	-5	0	8	2	-12	14
O=C(NNc1cccc(Cl)n1)c1cccnc1Cl	-11	-6	-9	0	1	15	6	-2	-1
COc1ccc2cc(C(=O)O)n(CC(=O)c3ccccc3)c2c1	-11	7	-20	-6	0	10	-3	-9	-5
CCOC(=O)c1nn(-c2ccc(Cl)cc2C)ccc1=O	-3	-2	-2	0	-1	8	-7	12	-13
O=c1c(N2CCOCC2)c(N2CCOCC2)c1=O	1	-2	-10	-2	-1	10	-2	-1	6
CCOC(=O)CC(=O)CSc1nc2ccccc2c(=O)n1-c1ccc(C(=O)N2CCOCC2)cc1	0	1	6	-3	0	5	-3	11	-6
COCCNC(=O)C(c1ccc(C)o1)N(C(=O)c1snc(C(N)=O)c1N)c1cc(C)cc(C)c1 (stereo not given)	43	5	7	-1	-26	-314	16	-1	-14
CCCc1cc(C(=O)OC)c(NC(=O)c2cc(C)on2)s1	4	-1	-1	1	-2	-64	4	-4	12
Cc1nc2nc(SCC(=O)NCCCN3CCCCCC3)nn2c(C)c1Cc1ccccc1	36	-7	-12	1	-12	22	-7	2	19
c1ccc(C2=Nn3c(nnc3-c3ccccn3)SC2)cc1	-9	-2	-11	-1	2	6	-2	1	-3
COCC(C)NCc1ccc(C)cc1C (stereo not given)	15	-1	-14	2	1	14	-4	7	-36
COC(=O)C1C(=O)c2c([nH]c(C(=O)OCC3CCCO3)c2C)CC1C (stereo not given)	-2	-12	-7	-4	0	5	-3	-7	15
COc1ccc(S(=O)(=O)N2CCN(C3CCCC(C)C3)CC2)cc1 (stereo not given)	6	-2	-6	5	0	8	-5	2	13
COCCNC(=O)c1cc2nc3c(c(C(F)(F)F)n2n1)CCc1ccccc1-3	21	-8	-14	-1	-31	-428	-8	-7	-1
COc1ccc(-n2cc(-c3ccc(OC)c(OC)c3)[nH]c2=S)cc1	17	0	40	-2	0	-2	-3	18	56
O=S(=O)(NCC1CCCO1)c1cccc(S(=O)(=O)N2CCCC2)c1 (stereo not given)	8	-14	0	1	0	31	-3	-9	-10
Cc1ccc(C(=O)C(SC(C)(C)C)n2cncn2)cc1 (stereo not given)	-1	4	-5	2	1	9	-3	2	-6
COC(=O)C1=C(NC(=O)c2ccccc2[N+](=O)[O-])CCS1	-7	-2	6	2	4	8	-4	0	6
COc1ccc2nc(SCC(=O)O)nc(C)c2c1	3	-6	-16	3	0	i	-2	-3	-13
O=[N+]([O-])c1ccc(Nc2cccc3c2[nH]c2c(-c4ccccc4)nccc23)c([N+](=O)[O-])c1	.	.	.	.	-3	-18	9	.	84*
CC(C)(C)NS(=O)(=O)c1ccc(N2C(=O)c3ccccc3C2=O)cc1	-8	1	-13	-5	2	8	0	-13	-4
COc1ccccc1-c1oc2ccccc2c1C#CC(C)(C)O	20	4	6	-3	-25	i	1	5	20
COC(=O)C1=C(C(=O)OC)[C@@H]2N(C)c3ccc(OC)cc3[C@@]23C[C@@H](C(=O)OC)N=C3N1	6	-6	-2	5	-1	10	1	3	10
CCOC(=O)C1=C(COC(=O)c2ccc(OC)c(OC)c2OC)NC(=O)NC1C (stereo not given)	17	8	-7	4	0	8	-2	-2	-1
CN(CC(=O)Nc1ccc(F)cc1)C(=O)c1cccc(S(=O)(=O)N2CCN(c3ccc(F)cc3)CC2)c1	0	14	-5	-2	0	6	-1	-7	8
Cc1cc(C)n(-c2ccc(C(=O)OCC(=O)c3c(N)n(C)c(=O)n(C)c3=O)cc2)n1	-7	4	-21	-4	-3	22	-2	-8	8
CC(=O)c1c(C)[nH]c(C(=O)OCC(=O)NCc2ccc3c(c2)OCO3)c1C	-18	4	-3	4	0	2	5	-12	-21
COc1ccccc1C(=O)Nc1ccnn1C1CCN(C(=O)c2cnsn2)CC1	-3	11	3	0	3	5	-10	-4	11
Cc1cccc(C(=O)O[C@H]2[C@H](Cc3ccccc3)NS(=O)(=O)[C@H]3CC4C=C[C@]23O4)c1	-17	-11	-9	0	3	6	1	-8	2
Cc1ccc(S(=O)(=O)CCC(=O)OC2CC(C)OC2=O)cc1 (stereo not given)	3	4	-13	1	0	6	-2	5	5
Cc1cc(/C=C2\C(=N)N3N=C(CC(=O)N4CCOCC4)SC3=NC2=O)c(C)n1Cc1ccccc1	7	-2	-2	-2	-34	-100	5	2	-26
C=CCC(C)(NCc1ccccc1)c1ccc(C)cc1 (stereo not given)	-4	6	4	2	0	29	-4	-2	-8
CCc1nnc(NC(=O)c2ccc(OC)c(S(=O)(=O)N3CCCC3)c2)s1	3	-5	-30	1	-1	-31	-3	7	-16
Cc1ccc(Cl)cc1N1CCN(S(=O)(=O)c2cn(C)cn2)CC1	-3	-14	-6	-3	2	7	-1	-13	-20
CC(NC(=O)Cc1ccccc1)C(c1ccccc1)N1CCOCC1 (stereo not given)	-3	-1	-9	0	0	5	-10	-11	-9
COC(=O)Cn1c(N2CCCC2)nc2c1c(=O)n(C)c(=O)n2C	-4	6	11	0	-6	0	-4	-1	2
CCc1ccccc1NC(=O)c1cccs1	-7	-10	-9	2	0	5	-8	-13	9
C[C@@]12C(=O)N(CC3CCCO3)CC(=O)N1[C@@H]1c3ccccc3OC[C@@H]1[C@@H]2c1ccccc1 (stereo not given in full)	.	.	.	.	-2	9	1	.	5
Cc1[nH]c2ccccc2c1/C=N/NC(=O)c1cccc(S(=O)(=O)Nc2cccc(C(F)(F)F)c2)c1	-4	-3	5	-6	3	-45	2	-4	66*
O=C(NN1C(=O)NC2(CCCCC2)C1=O)c1cc2ccccc2o1	-15	11	11	-1	-3	-1	-4	-5	-8
COc1cccc(CNC(=O)C2CCN(S(=O)(=O)c3ccccc3)CC2)c1	-7	4	-10	1	1	12	-2	-4	5
CCN(CC(=O)Nc1ccccc1OC)CC(=O)Nc1c(Cl)ccc(C)c1Cl	-8	1	-8	3	2	14	-2	10	-4
CN(C)c1ccc(C=NNc2ccccn2)c(Cl)c1	.	.	.	.	-4	-474	-8	.	-10
C=CCn1sc(N)c(C(=O)OCC)c1=S	7	4	-3	-3	0	34	-10	5	-7
COCC(=O)Nc1ccc(Br)cc1C	-12	-9	-22	0	-1	3	2	-3	-17
Cc1ccc(S(=O)(=O)CCC(=O)NNC(=O)CN(C)S(=O)(=O)c2ccc(C)cc2)cc1	5	-1	-1	-3	3	2	0	0	-6
CC1CC(=O)C(C(C2=C(O)CC(C)CC2=O)c2ccccc2)=C(O)C1 (stereo not given)	.	.	.	.	-2	-4	-1	.	-9
CCC(c1nnc(SCC(=O)Nc2ccc(Cl)cc2C(F)(F)F)n1C1CCCCC1)N(C)C (stereo not given)	3	3	3	-2	2	23	-1	4	-7
CC/C(=N\N=C(/CC)c1ccccc1N)c1ccccc1N	-5	-7	-8	-1	0	5	1	-6	8
CC(C)(C)C1=Nn2c(nnc2-c2ccccc2F)SC1	-8	-3	-11	2	2	22	-1	-10	-4
Nc1ccc(C(=O)N/N=C2\CCCc3c2[nH]c2ccccc32)cc1	-5	5	-7	2	-2	-281	0	-5	-10
Cc1nc2c(Br)cc(Br)cc2c(=O)n1-c1ccccc1NC1OCC(O)C(O)C1O (stereo not given)	.	.	.	.	-1	10	-4	.	-5
O=C(CN1C(=O)C2CC=CCC2C1=O)Nc1nnc(SCc2ccc(Cl)cc2)s1 (stereo not given)	-9	5	-6	0	-1	6	0	1	-5
COc1cccc(N2C(=O)/C(=C\c3cccs3)NC2=S)c1	-10	-7	12	3	-95	38	-2	13	-14

PfG6PD inh, what is marked active above.
SMILES | UBC13 polyUb | SENP7 block | SENP6 inh | SENP1 FRET inh | SENP8 block-1 | HKDC1 inhibitor | PfG6PD inh
O=[N+]([O-])c1ccc(Nc2cccc3c2[nH]c2c(-c4ccccc4)nccc23)c([N+](=O)[O-])c1 | . | . | . | -3 | -18 | 9 | 84*
Cc1[nH]c2ccccc2c1/C=N/NC(=O)c1cccc(S(=O)(=O)Nc2cccc(C(F)(F)F)c2)c1 | -4 | -3 | 5 | 3 | -45 | 2 | 66*

Next structures:
SMILES	UBC13 polyUb	SENP7 block	SENP6 inh	MIN6 prolif	SENP1 FRET inh	SENP8 block-1	HKDC1 inhibitor	SENP8 block-2	PfG6PD inh
COC(=O)c1ccc(CSC2=NC[C@@H]3[C@@H]4C(=O)N(Cc5ccccc5)C(=O)[C@@H]4[C@](C)(C(=O)OC)N23)cc1	.	3	.	.	2	10	-6	.	9
CCc1ccccc1N(C)S(=O)(=O)c1ccc(-c2cc(C)no2)s1	0	2	-2	-7	-1	6	-2	-1	14
O=C(N[C@@H](Cc1ccccc1)C(=O)CCl)OCc1ccccc1	12	1	-3	-8	0	1	10	0	-7
Cc1cc(Cl)ccc1OCC(=O)N/N=C/c1ccc(OC2OC(CO)C(O)C(O)C2O)cc1 (stereo not given)	10	-1	-7	-3	1	10	-5	-1	-4
CCOC(=O)c1ccc(Oc2nc(N(C)C)nc(N(C)C)n2)cc1	-5	-4	-16	-1	2	24	2	-6	-3
CC1(C)CC(=O)c2c(O)cc(OCC(=O)N3CCN(c4ccc(F)cc4)CC3)cc2O1	-2	9	-10	-5	1	-4	-6	-2	8
CCCC(=O)Nc1ccc2c(c1)nc(CN1CCN(C(=O)OCC)CC1)n2CC	0	3	3	-3	-5	8	2	4	-10
CCCCN1C(=N)N([C@@H](CCC)CN2CCC[C@H]2CN2C(N)=NC[C@@H]2Cc2ccccc2)C[C@H]1Cc1ccccc1	54*	-8	6	-4	-1	21	-3	2	-1
Cc1csc(SCC(=O)Nc2ccc(S(=O)(=O)N3CCCC3)cc2)n1	-7	2	-5	-4	-1	13	-8	1	6
CC(=C/c1ccco1)/C=N/NC(=O)c1ccncc1	-13	2	-6	-3	-13	-9	-5	8	29

Bioassay records as filed in PubChem BioAssay.
